# Bioassay records as filed in PubChem.
# ASM inhibitor: inhibitors of human secretory acid sphingomyelinase | placental ASM, HMU-PC fluorogenic substrate, 60 min | Potency, µM (series often up to 57.5 µM), for the others: top-dose activity change, negative = inhibition, most hits filed as inhibitors | actives 0.006% (n = 340,000) | AID 504937; note: potency is the fitted concentration of half-maximal effect
#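 Human placenta-derived ASM preincubated with compound 10 min at room temperature, then reacted with 9 uM (final) fluorogenic HMU-PC substrate for 60 min at 37 C. Stop solution raises pH to 10; fluorescence read at Ex 386/Em 447 nm.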
# ELG1 genotox: genotoxicity induction in ELG1-luciferase HEK293T cells; HEK293T ELG1-luciferase reporter, luminescence, 16 h; Potency, µM (titrated, usually from 46 µM), without a hit: at the top dose activity change, positive = activation, usual class: activators; actives 1.3% (n = 330,000); note: potency is the fitted concentration of half-maximal effect; % of control where 0% means no effect; nearly all actives have a fitted effect of over 60% in size
#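 HEK293T cells expressing luciferase-tagged ELG1 were treated with compound or DMSO for 16 hr at 37°C. Luciferase activity was then read after 30 min with ONE-Glo at room temperature; rising signal flags genetic stress.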
# PTAP TSG101 blk: blocks PTAP/TSG101 interaction to inhibit HIV-1 budding | Q99816 | Fluorescence polarization, FITC-PTAP peptide / Tsg101 binding | Potency, µM (highest dose often 115 µM), inactives show at the top dose activity change, negative = inhibition, actives largely listed as inhibitors | 340,000 tested, under 10 active | AID 493005; active = well fitted inhibition curve with a large enough effect in the main read-out, with a control signal flat, not every such curve was filed as active; inconclusive = small, poorly fitted or top-dose-only effect, or effect the other way, or a change in a side signal; inactive = no such curve, though single readings can be large or run the other way; note: potency is the fitted concentration of half-maximal effect; % of control where 0% means no effect
#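 Fluorescence anisotropy tracks displacement of a FITC-tagged PTAP peptide (50 nM) from the Tsg101 binding domain (10 uM), following a 20 min room-temperature incubation at pH 7.5.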
# TRPV1 ag: human TRPV1 agonism | Q8NER1 | TRPV1-expressing cells, Fluo-8 calcium influx, agonist mode | activation, % at 8.33 µM | AID 540275 | actives 0.19% (n = 320,000); in the data active = activation above about 80%; inconclusive = between about 30% and that limit; note: 0% is about no effect
# Target sequence (Q8NER1 whole entry, looked up): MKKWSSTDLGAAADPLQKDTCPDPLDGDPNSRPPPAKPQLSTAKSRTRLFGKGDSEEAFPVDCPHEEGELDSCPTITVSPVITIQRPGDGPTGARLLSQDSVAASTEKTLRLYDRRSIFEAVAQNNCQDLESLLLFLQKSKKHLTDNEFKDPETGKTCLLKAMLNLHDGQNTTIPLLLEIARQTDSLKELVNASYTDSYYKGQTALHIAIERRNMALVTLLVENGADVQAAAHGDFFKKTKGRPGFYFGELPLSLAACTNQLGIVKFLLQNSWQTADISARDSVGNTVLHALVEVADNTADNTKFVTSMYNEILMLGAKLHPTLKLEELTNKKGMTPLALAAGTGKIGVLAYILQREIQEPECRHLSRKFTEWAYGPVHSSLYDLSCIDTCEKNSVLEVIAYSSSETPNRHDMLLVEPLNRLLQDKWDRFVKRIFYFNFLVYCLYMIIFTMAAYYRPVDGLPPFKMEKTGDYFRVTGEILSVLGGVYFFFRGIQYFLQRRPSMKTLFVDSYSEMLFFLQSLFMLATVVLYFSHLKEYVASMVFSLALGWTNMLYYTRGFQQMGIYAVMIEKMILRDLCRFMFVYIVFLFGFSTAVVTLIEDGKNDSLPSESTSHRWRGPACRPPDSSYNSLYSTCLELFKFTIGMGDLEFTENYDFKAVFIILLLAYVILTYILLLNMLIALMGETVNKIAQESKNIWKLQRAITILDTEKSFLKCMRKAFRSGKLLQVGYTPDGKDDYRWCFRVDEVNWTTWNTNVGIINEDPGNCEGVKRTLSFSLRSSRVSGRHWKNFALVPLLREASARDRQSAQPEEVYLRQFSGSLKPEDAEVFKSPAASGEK
#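 Cells expressing TRPV1 were dye-loaded with Fluo-8 and read kinetically: 10 s baseline, 3 min after compound (agonist portion), then 2 min after EC20 capsaicin (allosteric enhancer portion). Calcium-bound dye fluorescence at 480/520 nm.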
# B2AR arrestin: agonists driving beta-arrestin recruitment to human beta2-adrenergic receptor; beta-arrestin recruitment to beta2AR, cell-based reporter; Potency, µM (highest dose often 46.1 µM), for the others: at the top dose activation, most hits filed as activators; actives 0.02% (n = 330,000);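 note: potency is the fitted concentration of half-maximal effect; 0% = DMSO controls and full agonism = EC100 isoproterenol or metaproterenol; nearly all actives have a fitted effect of over 65% in size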
# Eya2 phos inh: blocks the phosphatase activity of human Eya2 | O00167 | recombinant Eya2, OMFP fluorescence dephosphorylation (OMFP is methylfluorescein phosphate) | Potency, µM (doses to about 76.9 µM), inactives show at the highest dose activity, negative = inhibition, most hits filed as inhibitors | actives 0.006% (n = 330,000); note: potency is the fitted concentration of half-maximal effect; % is set by controls: 0 for no effect and ±100 for the full control effect
#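 Eya2 protein (added as 0.2 uM solution) was preincubated with compound for 10 min at ambient temperature in 50 mM HEPES pH 7.5, 50 mM NaCl, 5 uM MgCl2, 0.05% BSA, 1 mM DTT. OMFP (added at 50 uM) then reacted 10 min; fluorescence read at 485/525 nm.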
# p53 reactivator: re-activators of mutant p53 | actives 0.063% (n = 320,000) | Potency, µM (titrated, usually from 92.2 µM), without a hit: at the top dose activity change, positive = activation, usual class: activators | H1299 p53-A138V BP100-luciferase reporter, luminescence, 24 h; note: potency is the fitted concentration of half-maximal effect; % of control where 0% means no effect; nearly all actives have a fitted effect of over 45% in size
#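 p53-null H1299 cells stably carrying temperature-sensitive p53-A138V and a BP100-luciferase reporter were pinned with compounds (4-point, 1:5 series) and held 24 hrs at 37 deg C. Luminescence was read 10 min after detection reagent.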
# a7 integrin act: activators of alpha7 integrin expression for muscular dystrophy; alpha7betagal myoblasts, beta-gal FDG fluorescence, 48 h; Potency, µM (titrated, usually from 38.3 µM), inactives show at the top dose activation, usual class: activators; actives 0.064% (n = 350,000);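 note: potency is the fitted concentration of half-maximal effect; 100% = response of the positive control SU9516; nearly all actives have a fitted effect of over 60% in size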
#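 alpha7betagal+/- myoblasts (passage 13, 250/well) treated 48 h at 37C with compounds at 1:260 dilution of DMSO stock. Lysed, then beta-galactosidase activity read as FDG fluorescence (ex 480/em 540) after 30 min, with pre-read for autofluorescence.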
# BRCA1 expr up: BRCA1 expression activation. MCF7-BRCA1-FFLuc reporter, luminescence, 48 h; response scale: scaled: vehicle 0%, 10 µM genistein 100%. Potency, µM (titrated, usually from 46.1 µM), without a hit: at the top dose activation, most hits filed as activators. actives 1.1% (n = 380,000). AID 624202; note: potency is the fitted concentration of half-maximal effect; nearly all actives have a fitted effect of over 80% in size; some results filed as inactive show a strong effect at the top dose
#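 MCF7-BRCA1-FFLuc cells, 2000/well in phenol-red-free MEM, attached 2 h then treated 48 h at 37 C. Luciferase luminescence read 15 min after reagent; normalized to genistein maximum activation (10microM) and DMSO, concentration-response fitted.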
# USP2a inh: USP2a (human) protease inhibition; O75604; USP2 core, Ub-CHOP2 coupled fluorogenic reporter, 485/531; Potency, µM (series often up to 38.3 µM), for the others: top-dose activity change, negative = inhibition, most hits filed as inhibitors; actives 0.01% (n = 330,000); AID 463254;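 note: potency is the fitted concentration of half-maximal effect; plate controls were DMSO wells for no effect and full inhibition by NEM control for full effect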
#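 Cell-free coupled assay: 10nM USP2 core preincubated 30min RT with compound in Tris-HCl pH 8.0/CaCl2/CHAPS buffer, then 25nM Ub-CHOP2 and 25nM reporter substrate; fluorescence (Ex 485/Em 531) read after 60min RT, normalized to NEM inhibition, concentration-response curves fitted.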
# uPA generation: blocks generation of uPA at the cell surface | AID 540303 | actives 0.31% (n = 330,000) | cell surface uPA generation assay, qHTS | Potency, µM (highest dose often 38.3 µM), for the others: top-dose activity change, negative = inhibition, usual class: inhibitors; active = well fitted inhibition curve with a large enough effect; inconclusive = small, poorly fitted or top-dose-only effect; inactive = no such curve, though single readings can be large or run the other way; tested in mouse RAW 264.7 cells; note: potency is the fitted concentration of half-maximal effect; % is set by controls: 0 for no effect and ±100 for the full control effect; nearly all actives have a fitted effect of over 55% in size
# The depositor's hits bear a star; ? = inconclusive; / = no result given; [ ] = another dose, or the depositor's remark. Unless noted, calls come from the whole dose curve; as a rule, active = well fitted curve in the direction sought with a large enough effect; inconclusive = small, poorly fitted or top-dose-only effect, or another doubt; inactive = no such curve, though single readings can be large; an effect the other way counts as inactive or inconclusive.
# Order of values – ASM inhibitor | ELG1 genotox | PTAP TSG101 blk | TRPV1 ag | B2AR arrestin | Eya2 phos inh | p53 reactivator | a7 integrin act | BRCA1 expr up | USP2a inh | uPA generation
CCc1nc2ccccc2c(C(=O)O)c1C
 : -1% | 1% | -3% | 2 | -0.3% | 12% | 10% | 10% | 11% | -4% | 4%
CCN(CC)c1ccc(C(=O)NNC(=O)CNC(=O)c2cccs2)cc1
 : -2% | -2% | -4% | -2 | -0.8% | -1% | 0% | -9% | 9% | 3% | 9%
CC1CCCCN1C/C=C/c1ccccc1[N+](=O)[O-] (stereo not given)
 : 0% | 2% | / | -7 | -2.6% | -10% | -3% | -1% | 0% | 5% | -1%
CC(C)CN1CCNC(=O)C1CC(=O)NCCc1cnn(-c2ccccc2)c1 (stereo not given)
 : 7% | 2% | 1% | -2 | 0.1% | -4% | 0% | -14% | 42% | 3% | -1%
O=C(NCC(=O)N(c1ccc2c(c1)OCO2)C(C(=O)NC1CCCC1)c1ccncc1)c1ccco1 (stereo not given)
 : 3% | 6% | -1% | -1 | 0.0% | 6% | -1% | -54%[inhibitor] | -7% | -1% | -1%
Cc1ccsc1C(=O)OCC(=O)c1cc(C)n(CC2CCCO2)c1C (stereo not given)
 : -2% | -1% | -2% | 11 | -0.8% | 0% | -8% | -5% | -89%[inhibitor] | 1% | -13%
CCN1C(=O)[C@H]2[C@@H](c3ccc(-c4ccc(F)cc4)c(OC)c3)N[C@@](CC(C)C)(C(=O)OC)[C@H]2C1=O
 : / | -4% | / | 12 | -1.0% | 2% | -1% | / | / | -5% | /
CN(Cc1nccn1C)C(=O)c1ccc(OC2CCN(CCc3ccccc3)CC2)cc1
 : 3% | 2% | 0% | 2 | 0.1% | 2% | 27% | 15% | -21% | 1% | -14%
O=C(CSc1nnc(NC(=O)c2c(F)cccc2F)s1)NCC1CCCO1 (stereo not given)
 : / | 6% | -2% | -3 | 0.4% | 4% | 3% | -2% | -4% | 0% | -4%
CC1=NN(C(=O)CCc2ccc3c(c2)OCO3)C(O)(C(F)(F)F)C1 (stereo not given)
 : 2% | -4% | -1% | -3 | -0.1% | 6% | -2% | 0% | -18% | -1% | 13%
Cc1cc(/C=C(\C#N)C(=O)NCc2ccccc2)cc(C)c1O
 : -3% | 15% | -3% | 1 | 0.5% | 10% | 18% | 7% | -10% | 2% | -1%
COc1ccccc1OCC(=O)NNC(=O)CCCC(=O)NNC(=O)COc1ccccc1OC
 : 0% | -6% | 0% | 6 | 0.5% | -3% | ? | 42% | 0% | -1% | -2%
O=C(Nc1cccc2ccccc12)c1ccc(OC(=S)N2CCOCC2)cc1
 : 1% | -5% | -5% | ? | 0.2% | 9% | ? | -38% | -42% | -3% | ?
NN/C(=C\[N+](=O)[O-])Nc1ccccc1
 : 0% | 8% | -1% | 2 | 0.2% | 13% | ? | 3% | 25% | -1% | 3%
COC(=O)c1cccc(COC(=O)c2ccc(CS(=O)(=O)c3ccc(C)cc3)cc2)c1
 : 0% | 2% | 2% | 3 | 0.2% | -25% | -3% | 0% | 3%[1.84 µM] | -2% | -1%
CC(=O)OCC=C1CCC2C3CC(C)C4=CC(=O)CCC4(C)C3C(O)CC12C (stereo not given)
 : -10% | / | 0% | / | / | / | / | -24% | -34% | / | 0%
CCCCCC(=O)N1CCN(c2ccc(C(C)=O)cc2F)CC1
 : -5% | -2% | -1% | ? | 0.1% | -1% | 0% | -27% | 2% | 6% | -24%
COc1ccc(-c2ccc(CCC(=O)O)n2NC(=O)c2ccc(O)cc2)cc1
 : 13% | 0% | 5% | -3 | -0.5% | 1% | 2% | -15% | -4% | 1% | -7%
O=C(CCSc1nc(-c2ccco2)cc(C(F)(F)F)n1)N1CCN(c2ccccn2)CC1
 : -8% | -18% | -5% | 6 | 0.1% | 0% | -3% | -9% | -16% | 1% | 11%
COC(=O)c1ccc(CN2CCCC(C(=O)c3cc(F)ccc3OC)C2)cc1 (stereo not given)
 : -2% | -5% | -1% | 8 | -0.6% | 13% | / | 16% | 0% | 4% | -2%
Cc1ccc(Cn2ccc(NC(=O)c3nn(C)cc3[N+](=O)[O-])n2)cc1
 : -4% | -3% | 0% | -2 | 6.8% | 2% | -30%[inhibitor] | -18% | -29% | 1% | -13%
CCOc1ccc(NC(=O)CN(C)C(=O)CCCc2nc3ccccc3c(=O)[nH]2)cc1OCC
 : 0% | 15% | -2% | 1 | -0.7% | -4% | -3% | -13% | -20% | 5% | 1%
COc1cc(/C=N/NC(=O)c2ccc(NC(=O)C3CC3)cc2)ccc1OC(C)=O
 : -3% | -3% | -2% | 3 | -1.2% | 11% | -1% | 8% | -5% | 2% | 1%
CN1CCN(S(=O)(=O)c2ccc(Cl)c3ccccc23)CC1
 : 10% | 0% | -2% | 0 | 0.1% | -6% | -3% | -25% | 3% | 4% | -7%
CCCCCCCCCOC(=O)C[n+]1csc(CCO)c1C
 : -4% | 0% | 2% | 7 | -0.5% | -10% | -4% | 9% | -3% | 4% | -7%
O=C(NCc1ccc(F)cc1)C1CCN(S(=O)(=O)N2CCC3(CC2)OCCO3)CC1
 : 0% | -1% | -4% | 5 | 0.2% | 2% | 0% | 6% | 4% | -5% | 12%
O=C1CCCC(O)=C1C=Nc1ccc(O)cc1
 : -2% | 2% | -1% | 0 | -0.2% | 11% | ? | -40% | 3% | 0% | -14%
Cc1nc2sc3c(=O)[nH]nnc3c2c(C)c1Br
 : -6% | -3% | -12% | 0 | -1.1% | -7% | 1% | 0% | 27% | -4% | -3%
O=C(CCl)Nc1cc(S(=O)(=O)N2CCCCCC2)ccc1Cl
 : -1% | -14% | -2% | 6 | 11% | -14% | -14% | -62%[inhibitor] | -84%[inhibitor] | 0% | -8%
COC(=O)c1ccccc1NC(=O)CN1CCOCC1
 : 3% | -3% | 0% | -1 | 0.2% | 0% | -5% | 17% | 0% | 1% | -2%
COc1ccc(/C=C/C(=O)OCc2cccc([N+](=O)[O-])c2)cc1
 : -8% | 1% | -5% | 8 | 0.2% | 11% | -3% | 4% | 2% | 7% | -4%
CC(C)NC(=O)COc1cccc2ccccc12
 : 1% | 0% | -2% | 9 | -0.2% | -4% | 0% | 1% | -4% | 11% | 3%
COc1ccccc1NS(=O)(=O)c1ccc(NN=C2CCCC2)c([N+](=O)[O-])c1
 : -7% | 14% | -4% | 2 | -0.7% | -1% | 8% | -32% | -28% | 1% | -7%
COC(=O)c1cn(C)c2ccc(S(=O)(=O)N3CC(C)CC(C)C3)cc2c1=O (stereo not given)
 : -1% | -2% | / | 12 | 3.5% | -1% | -4% | -24% | -11% | 2% | 3%
Cc1ccc(C(=O)NC(=S)N(C)C2CCCCC2)cc1Br
 : / | -2% | / | ? | 0.5% | -7% | -1% | / | / | 3% | /
CN(C(=O)COC(=O)/C=C/c1ccc(F)cc1)c1c(N)n(Cc2ccccc2)c(=O)[nH]c1=O
 : / | -4% | 3% | 0 | -0.4% | -13% | 2% | -5% | -18% | 5% | 6%
O=C1COc2ccc(C(=O)COC(=O)c3cccnc3Cl)cc2N1
 : 7% | 0% | 0% | 7 | -0.1% | 17% | 0% | 4% | 38% | -2% | -9%
CCOC(=O)c1c(NC(=O)COc2ccccc2OCC)sc2c1CC(C)(C)NC2(C)C
 : -5% | 5% | -1% | 0 | 11% | 9% | ? | -50%[inhibitor] | -55% | -2% | 3%
Cc1cc(C)cc(C(=O)NCCCc2ccccc2)c1
 : -1% | 2% | -3% | -4 | 0.0% | -1% | 3% | -15% | 13% | 0% | 2%
Cc1ccc2c(n1)CC(C)(C)CC2=O
 : -3% | 1% | -8% | -2 | -0.2% | -3% | 2% | 0% | 3% | 1% | 8%
O=C(Cn1nc(-c2ccc3c(c2)OCCO3)ccc1=O)Nc1cccc(NC(=O)c2ccccn2)c1
 : / | ? | / | -6 | -0.3% | 1% | 7% | / | / | 0% | /
CC(=O)c1sc2c(c1OC(=O)c1ccc(Cl)cc1)c(=O)n(-c1ccccc1)c(=S)n2-c1ccccc1
 : -4% | / | 0% | / | / | / | / | -10% | -69% | / | 0%
COc1ccc(CCN2C(=O)NC(NS(=O)(=O)c3ccccc3)(C(F)(F)F)C2=O)cc1OC (stereo not given)
 : -11% | -9% | -2% | 1 | 0.4% | 8% | -6% | 6% | 6% | 1% | 0%
CC(=O)NC(NC(C)=O)c1cccc(OCc2ccccc2)c1
 : 1% | 3% | 1% | 0 | -0.2% | -2% | 9% | 3% | 0% | 3% | 0%
O=C(Nc1ccc2oc(=O)ccc2c1)c1ccccc1[N+](=O)[O-]
 : -1% | -7% | -2% | 3 | -0.2% | 14% | 10% | -3% | -7% | 1% | 20%
